Screens deposited in PubChem by National Center for Advancing Translational Sciences (NCATS).
GAA glycogen: inhibitors or activators of human alpha-glucosidase glycogen cleavage. 300,000 compounds, 0.38% hits. AID 2100. Potency, µM (titrated, usually from 76.4 µM), without a hit: at the highest dose activity change, negative = inhibition, hits mostly inhibitors. recombinant GAA, glycogen substrate, Amplex Red glucose oxidase fluorescence;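 note: 0% = full enzyme reaction and -100% = no-enzyme basal signal; the screen sought inhibitors and activators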
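qHTS, 1536-well; enzyme 4 nM final; cpd up to 77 uM; substrate bovine liver glycogen 30 ug; 50 mM citrate/phosphate pH 5.0, 0.01% Tween-20; 37 C, 40 min; Amplex Red detection 45 min RT; Hill fit → AC50.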
L3MBTL1 block: L3MBTL1 (human) inhibition. Q9Y468. AlphaScreen L3MBTL1–H3K9me1 peptide binding. Potency, µM (doses to about 57.1 µM), for inactives: top-dose activity, negative = inhibition, actives largely listed as inhibitors. 230,000 compounds, 0.66% hits; note: nearly all actives have a fitted effect of over 60% in size
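Displacement of a biotinylated histone H3(1-15) peptide monomethylated at Lys9 (75 nM) from L3MBTL1 (50 nM) was measured by AlphaScreen after a 30 min room-temperature compound incubation; cefsulodin titration served as intraplate control.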
TRb-SRC2 inh: disrupts binding of human TR beta to SRC2. P10828. TRbeta-SRC2 peptide binding, fluorescence polarization; receptor liganded with 1 µM T3. Potency, µM (titrated, usually from 106 µM), for inactives: at the top dose activity change, negative = inhibition, most hits filed as inhibitors. 280,000 compounds, 0.065% hits;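 note: plate controls were bound peptide for no effect and peptide without receptor for full effect; nearly all actives have a fitted effect of over 50% in size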
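Decrease in fluorescence polarization of 20 nM Texas Red SRC2 coactivator peptide flagged inhibition of its binding to 0.6 uM TRb LBD; 1 uM T3 included, incubation 5 hr, ex 555/em 632 nm.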
RGS12 GoLoco inh: inhibitors of human Gai1-RGS12 GoLoco interaction (red fluorophore). P63096. Gai1:RGS12 GoLoco peptide FP, rhodamine, 10 min. Potency, µM (titrated, usually from 61.6 µM), without a hit: at the highest dose activity, negative = inhibition, actives largely listed as inhibitors. 230,000 compounds, 0.44% hits. AID 880; active = well fitted inhibition curve with a large enough effect, not every such curve was filed as active; inactive = no such curve, though single readings can be large or run the other way; note: nearly all actives have a fitted effect of over 30% in size; many of its hits are not listed in these tables
Target sequence (P63096 whole entry, looked up): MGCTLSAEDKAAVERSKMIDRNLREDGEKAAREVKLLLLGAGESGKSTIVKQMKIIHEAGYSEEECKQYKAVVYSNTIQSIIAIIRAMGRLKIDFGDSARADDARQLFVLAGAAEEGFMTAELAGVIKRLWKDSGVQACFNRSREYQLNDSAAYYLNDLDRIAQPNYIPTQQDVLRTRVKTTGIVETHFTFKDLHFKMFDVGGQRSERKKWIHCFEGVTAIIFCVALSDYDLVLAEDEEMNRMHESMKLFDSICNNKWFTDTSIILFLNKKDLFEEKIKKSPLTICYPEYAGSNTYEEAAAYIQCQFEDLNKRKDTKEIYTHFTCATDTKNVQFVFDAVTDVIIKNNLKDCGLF
TR SRC2 fluor cs: alters Texas Red total fluorescence, flagging assay interference | TRb/SRC2 Texas Red total fluorescence interference | Potency, µM (titrated, usually from 106 µM), without a hit: top-dose fluorescence change, negative = quenching | 280,000 compounds, 0.29% hits | AID 1479; active = well fitted curve in either direction with a large enough effect; inconclusive = small, poorly fitted or top-dose-only effect
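Human TRβ ligand-binding domain (0.6 uM) and Texas Red SRC2 peptide (20 nM) in Tris buffer with 1 uM T3 and 5% DMSO were incubated with pinned compound for 5 hr at ambient temperature. Total fluorescence was computed as S + 2P (555/632 nm).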
GAA inhib: alpha-glucosidase (human) inhibition; P10253; purified human GAA, 4-MU-alpha-glucoside fluorescence; Potency, µM (doses to about 76.9 µM), for the others: at the top dose activity change, negative = inhibition, hits mostly inhibitors; 200,000 compounds, 0.005% hits;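 note: plate controls were uninhibited enzyme wells for no effect and no-enzyme background for full effect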
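Endpoint fluorogenic read: 20 min room-temperature reaction of 4 nM human alpha-glucosidase with 400 uM 4-methylumbelliferyl-alpha-D-pyranoside, pH 5.0, quenched with 1M NaOH/1M glycine pH 10. AC50 from Hill modeling.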
aGlu spleen mod: inhibits or activates alpha-glucosidase in human spleen homogenate | P10253 | human spleen homogenate, 4-MU-alpha-glucoside fluorescence | Potency, µM (top dose mostly 79.9 µM), for inactives: top-dose activity change, negative = inhibition, usual class: inhibitors | 240,000 compounds, 0.006% hits;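 note: 0% = enzyme with vehicle and -100% = no enzyme basal signal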
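Compounds were titrated against alpha-glucosidase in spleen homogenate at pH 5.0, with 1 mM 4-methylumbelliferyl substrate for 40 min at 37 C. Reactions were quenched with pH 10 NaOH/glycine and fluorescence measured.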
RECQ1 inh: RECQ1 (human) helicase inhibition; P46063; RECQ1 DNA unwinding, red fluorescence kinetic read; Potency, µM (doses to about 57.3 µM), inactives show at the highest dose activity, negative = inhibition, actives largely listed as inhibitors; 240,000 compounds, 0.54% hits; AID 2549;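 note: plate controls were vehicle for no effect and no enzyme for full effect; nearly all actives have a fitted effect of over 30% in size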
Target sequence (P46063 whole entry, looked up): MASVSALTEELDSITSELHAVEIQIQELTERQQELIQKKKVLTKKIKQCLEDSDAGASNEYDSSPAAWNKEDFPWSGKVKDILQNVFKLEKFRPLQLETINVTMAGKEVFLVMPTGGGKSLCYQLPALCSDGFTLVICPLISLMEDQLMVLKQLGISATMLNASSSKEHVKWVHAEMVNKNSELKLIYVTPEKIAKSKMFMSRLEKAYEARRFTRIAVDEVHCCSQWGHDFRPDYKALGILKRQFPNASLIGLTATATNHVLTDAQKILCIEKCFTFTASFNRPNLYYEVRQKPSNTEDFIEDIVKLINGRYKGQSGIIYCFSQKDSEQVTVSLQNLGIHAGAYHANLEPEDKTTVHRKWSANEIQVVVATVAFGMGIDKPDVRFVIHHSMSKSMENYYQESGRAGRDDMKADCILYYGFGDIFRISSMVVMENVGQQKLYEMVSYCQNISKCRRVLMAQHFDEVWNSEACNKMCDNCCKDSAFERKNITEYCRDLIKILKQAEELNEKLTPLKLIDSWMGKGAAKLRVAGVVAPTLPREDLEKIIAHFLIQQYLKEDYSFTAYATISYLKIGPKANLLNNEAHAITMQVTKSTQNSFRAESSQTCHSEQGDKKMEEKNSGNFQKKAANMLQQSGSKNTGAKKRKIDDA
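RECQ1T1 50 nM; forked duplex (20 bp + 30-nt ss tails) 200 nM, ATP 2 mM final; pH 8.0, 2 mM MgCl2, 2.5 ug/ml poly(dI-dC); 15 min compound preincubation; discontinuous kinetic read over 2 h at RT.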
The depositor's hits bear a star; i = inactive; ? = inconclusive; nt = no result given; & = joins results of further samples; [ ] = remark or other dose. Unless noted, calls come from the whole dose curve; as a rule, active = well fitted curve in the direction sought with a large enough effect; inconclusive = small, poorly fitted or top-dose-only effect, or another doubt; inactive = no such curve, though single readings can be large; an effect the other way counts as inactive or inconclusive. Unless noted, % is set by controls: 0 for no effect and ±100 for the full control effect; potency is the fitted concentration of half-maximal effect. These rows are one share of the data; count on the stated rates, not on these rows.

mol	RGS12 GoLoco inh	GAA glycogen	TRb-SRC2 inh	GAA inhib	L3MBTL1 block	TR SRC2 fluor cs	aGlu spleen mod	RECQ1 inh
Clc1ccc(-n2nnnc2-c2cnc3ccccc3c2-c2ccccc2)cc1	2%	-10%	1%	-5%[15.4 µM]	-11%	0%	0%	-17%
CCN1C(=O)c2ccc(C(=O)O)cc2C1=O	-6%	6%	-4%	5%	22%	-6%	3%	-3%
CCn1c(=NC(=O)COc2ccccc2)sc2cccc(F)c21	0%	-1%	3%	nt	10%	-1%	0%	-6%
COc1ccc(N2CC(C(=O)N/N=C/c3ccc(C)cc3)CC2=O)cc1 (stereo unspecified)	0%	18%	-1%	3%	1%	-2%	-3%	i
CNC(=O)CN1C(=O)NC(Cc2c[nH]c3ccccc23)C1=O (stereo unspecified)	6%	-1%	-8%	7%	0%	-5%	-4%	-3%
Cc1cccc(NC(=O)Cn2cnc3ccc(S(=O)(=O)N4CCC(C)CC4)cc3c2=O)n1	23%	5%	-6%	-2%	-3%	-1%	-4%	-2%
Cc1cccc(-c2nnn(CC/C(N)=N/O)n2)c1	15%	-9%	-10%	-1%	-1%	1%	2%	2%
Cc1ccc(NC(=O)c2cc(C(=O)c3cc(Cl)ccc3O)cn(-c3ccc(C)cc3)c2=O)cc1	19%	-1%	27%	-1%	-10%	-17%	5%	-11%
CC(=O)N(/N=C1\Sc2ccccc2C1=O)c1ccccc1	11%	-6%	2%	6%	2%	-9%	3%	i
Cc1c(-c2ccccc2)nc(N)c(C#N)c1-c1cccs1	6%	1%	-7%	13%	9%	-1%	-3%	-6%
CC(C)c1nc(SCC(=O)c2ccc(F)cc2)c2ccccc2n1	11%	-26%	0%	-4%	87%[activator]	-2%	2%	i
COC(C#CCCN(C)C)(c1ccccc1)c1ccccc1	4%	16%	11%	?	-1%	-2%	-8%	-6%
CCOC(=O)CNC(=O)c1sc(NC(=O)c2ccccc2)nc1C	-2%	-3%	-5%	-5%	4%	0%	-3%	i
CCCCCCCCC#Cc1nc(C)ccc1OC	9%[88.7 µM]	nt	4%[201 µM]	nt	25%	0%[201 µM]	2%[119 µM]	i
Cc1cc2c(cc1S(=O)(=O)Nc1ccc(C(C)C)cc1)OCCN2C	nt	9%[76.3 µM]	-4%	nt	-18%	1%	nt	nt
CC(C)CCOCC1CC2(CC(C)(c3csc(N)n3)OC2=O)C(=O)O1 (stereo unspecified)	0%	1%	-9%	3%	4%	-2%	4%	7%

Three compounds out of the list, arranged by count of non-hydrogen atoms, largest number first.
mol	RGS12 GoLoco inh	GAA glycogen	TRb-SRC2 inh	GAA inhib	L3MBTL1 block	TR SRC2 fluor cs	aGlu spleen mod	RECQ1 inh
CC(C)CCOCC1CC2(CC(C)(c3csc(N)n3)OC2=O)C(=O)O1 (stereo unspecified)	0%	1%	-9%	3%	4%	-2%	4%	7%
CCOC(=O)CNC(=O)c1sc(NC(=O)c2ccccc2)nc1C	-2%	-3%	-5%	-5%	4%	0%	-3%	i
CCCCCCCCC#Cc1nc(C)ccc1OC	9%[88.7 µM]	nt	4%[201 µM]	nt	25%	0%[201 µM]	2%[119 µM]	i

(next part)
mol	RGS12 GoLoco inh	GAA glycogen	TRb-SRC2 inh	GAA inhib	L3MBTL1 block	TR SRC2 fluor cs	aGlu spleen mod	RECQ1 inh
COc1cccc(N2CC34C=CC(O3)C(C(=O)O)C4C2=O)c1 (stereo unspecified)	14%	4%	-2%	-10%	nt	-1%	-1%	-19%
COc1ccc(NC(C)C(=O)Nc2cc(C(F)(F)F)ccc2N2CCOCC2)c(OC)c1 (stereo unspecified)	-4%	-18%	1%[53 µM]	-6%	?	-1%[53 µM]	-1%	-11%
C/C(=N\NC(=O)C(=O)Nc1ccc(C)c(Cl)c1)c1ccncc1	80%[activator]	14%	-9%	6%	12%	0%	6%	3%
CC(=O)/C(=N\Nc1cccc(Cl)c1)Sc1cccc2cccnc12	-2%	-4%	-6%	-8%	4%	0%	6%	1%
C/C(=N\NC(=O)c1cccc([N+](=O)[O-])c1)c1ccco1	-1%	-1%	1%	nt	4%	0%	-2%	11%
CCOC(=O)c1c(NC(=O)c2cccs2)sc(C(=O)N(C)C)c1C	7%	2%	-12%	4%	nt	1%	-2%	3%
CC(=O)Nc1sc(C)c(C)c1C(=O)OCC(=O)N(C)C1CCS(=O)(=O)C1 (stereo unspecified)	5%	10%	5%	11%	-3%	-1%	-3%	-4%
CCN(CCS(=O)(=O)c1ccc(Cl)cc1)C(=O)Nc1ccc(Cl)cc1	-5%	?	-11%	nt	-1%	-1%	6%	2%
Cc1ccc(-c2ccc(C(=O)O)o2)cc1Cl	11%	3%	2%	nt	8%	-3%	0%	-6%
Cc1cc(C)nc(SCCn2c(N3CCOCC3)nc3c2c(=O)[nH]c(=O)n3C)n1	i	2%	-4%	3%	nt	1%	2%	-5%
N#Cc1ccc(Oc2nc(C(N)=O)cc(-c3ccccc3)n2)cc1	-1%	8%	2%	-10%	4%	-1%	-2%	i
NNc1nc(N)c2c(n1)-c1ccccc1CC21CCCC1	8%	?	9%	-1%	-17%	-1%	3%	-7%
CC(Sc1nc(C(C)(C)C)cc(-c2ccccc2)c1C#N)C(=O)Nc1ccccc1 (stereo unspecified)	-4%	-7%	-3%	1%	-1%	-4%	-16%	-5%
O=c1c2ccccc2nc(-c2ccccc2)n1CCN1CCOCC1	3%	-4%	13%	0%	nt	0%	1%	-6%
CSc1nc(N2CCN(CCO)CC2)c2sc3nc(-c4ccco4)c4c(c3c2n1)CCC4	19%	4%	1%	-8%	-7%	-4%	2%	-2%
O=c1sc2ccccc2n1COc1ccc(Cl)cc1	1%	0%	-5%	-1%	nt	0%	-4%	-11%
N#Cc1ccc(S(=O)(=O)NC2CCN(Cc3ccccc3)CC2)cc1	6%	3%	?	nt	-2%	?	-6%	i
COc1ccc(CN2CC(C(=O)NCCCN3CCN(Cc4ccccc4)CC3)CC2=O)cc1 (stereo unspecified)	-1%	-8%	5%	-31%	1%	-1%	-3%	-3%
CCOC(=O)CCCNC(=O)COC(=O)c1cc(Br)c(Br)s1	8%	-1%	2%	6%	-17%	-3%	4%	i
Cc1ccc(C(=O)Nc2cccc([N+](=O)[O-])c2)cc1S(=O)(=O)Nc1cccc(C(=O)O)c1	-1%	-11%	2%	3%	1%	-2%	1%	i
CCC(Sc1ncccc1C(=O)Oc1cccc([N+](=O)[O-])c1)C(=O)Nc1ccccc1OC (stereo unspecified)	1%	6%	4%	-3%	-1%	-23%	3%	-15%
COc1ccc2cc(Br)ccc2c1CC(=O)N(C)C	-5%	-9%	-3%	-9%	3%	1%	10%	i
Cc1ccsc1C(=O)NNC(=S)NCC(C)C	8%	?	-6%	7%	nt	1%	-2%	-8%
CSCCOC(=O)COc1ccc(/C=N/NC(=O)c2nn(C)cc2Cl)cc1	5%	-17%	2%	-7%	?	-2%	-5%	-6%
O=C(NCCC1=CCCCC1)c1cnccn1	13%	4%	-5%	-9%	12%[11.4 µM]	0%	2%	-1%
Cc1ccc(Nc2nnc(-c3ccc4c(c3)OCO4)o2)c(C)c1	-5%[14.2 µM]	1%	2%	-8%	2%	3%	4%	8%
CCOC(=O)C1(Cc2ccccc2)CCCN(CCO)C1 (stereo unspecified)	14%	3%	-1%[53 µM]	7%	-4%	-1%[53 µM]	0%	i
Clc1ccc(C2[C@H]3CN(CC4CCCCC4)[C@H](c4ccccc4)C34CC2(c2cccnc2)C4)cn1 (stereo partly specified)	10%&3%	3%	4%&-3%	nt	nt	0%&-1%	0%&4%	-4%
CC(C)Cn1c(-c2nn(C)cc2Cl)n[nH]c1=S	5%	0%	-5%	-2%	5%	0%	-1%	i
COC(=O)c1ccc(C(NC(=O)OCc2ccccc2)/C(F)=C/[C@@H](C)C(=O)O)cc1 (stereo partly specified)	nt	nt	1%	nt	nt	2%	-6%	12%
O=C1Nc2ccccc2C12OCC1(CO2)COC2(OC1)C(=O)Nc1ccccc12 (stereo unspecified)	2%	5%	5%	-1%	nt	1%	-16%	i
CCOC(=O)C1CCCCN1Cc1cccc(F)c1 (stereo unspecified)	7%	0%	-1%	-3%	nt	-1%	-2%	i
Nn1c(SCCOc2ccccc2)nnc1-c1cccnc1	4%	-1%	2%	-3%	5%	4%	-3%	-1%
O=C(/C=C/c1ccc2c(c1)OCCO2)c1ccccc1	-2%	3%	-2%	nt	-3%	-5%	-3%	-25%
Cn1c(=O)[nH]c(=O)c2c1nc(Sc1ncccn1)n2CCCc1ccccc1	4%	-4%	1%	2%	-4%	3%	-5%	2%
N#Cc1cnn(-c2nc3sc4c(c3c(=O)[nH]2)CCCC4)c1N	-10%	-3%	2%	2%	11%	-5%	-8%	-2%
Cc1cc(C)c(N2CCN(S(=O)(=O)N3CCCCCC3)CC2)c(C)c1	-3%	-1%	-2%	-22%	-1%	1%	-7%	-2%
CC1=CCC2C(=O)N(c3ccc4ccccc4n3)C(=O)C2C1 (stereo unspecified)	-7%	6%	-7%	?	-9%	-3%	-21%	-2%
O=C(Cc1cccs1)NCC1CCCO1 (stereo unspecified)	8%	-11%	-5%	-11%	-1%	-3%	-11%	-8%
COC(=O)C1=C(C(=O)OC)[C@@H]2Nc3ccccc3[C@@]23C[C@@H](C(=O)OC)N(C(=O)CC(C)C)C3=N1	1%[14.2 µM]	nt	8%[11.2 µM]	nt	nt	-1%[11.2 µM]	4%[17.4 µM]	-21%[11.5 µM]
O=C(O)CNc1nc(-c2ccccc2)nc2c1oc1ccccc12	7%	-1%	1%	nt	3%	-1%	-11%	-2%
N=C1/C(=C/c2cccn2Cc2ccc(F)cc2)C(=O)N=C2SC=CN12	26%	-3%	3%	-2%	nt	-3%	-18%	-3%
CC(C)CN1CCNC(=O)C1CC(=O)NCc1cnn(-c2cccc(F)c2)c1 (stereo unspecified)	-2%	6%	4%	nt	-9%	5%	1%	i
Cc1ccc(C)c2[nH]c(=O)c(CN(Cc3ccco3)S(=O)(=O)c3ccc4c(c3)OCCO4)cc12	9%	-10%	-5%	-7%	nt	0%	-1%	-10%
